From PubChem BioAssay
TRPN1 ag: agonists of zebrafish TRPN1 channel | 220,000 compounds, 0.18% hits | activation, % at 3 µM | HEK293 zebrafish TRPN1-YFP, Fluo-8 calcium fluorescence; 100% = response to 87 µM carbachol | AID 1424;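 active = activation above its plate's cutoff, the mean activation of test wells on that plate plus 3 SD, cut at about 19% in these data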;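 note: 0% = DMSO alone and 100% = 87 µM carbachol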
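Material – zebrafish TRPN1-YFP in HEK293 cells · Doses – 3 µM single point · Schedule – dye 1 h 37 °C plus 30 min RT · Signal – Fluo-8 calcium fluorescence, excitation 470-495 nm, emission 515-575 nm · Read-out – % activation versus carbachol response · Control set – carbachol high, DMSO low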
S1P4 ag: activates the human S1P4 receptor; O95977; S1P4-expressing cell line, agonist reporter assay; activation, % at 4.98 µM; 220,000 compounds, 0.35% hits; AID 1509; in the data active = activation above about 11%;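 note: 0% = DMSO vehicle and 100% = reference agonist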
Target sequence (O95977 whole entry, looked up): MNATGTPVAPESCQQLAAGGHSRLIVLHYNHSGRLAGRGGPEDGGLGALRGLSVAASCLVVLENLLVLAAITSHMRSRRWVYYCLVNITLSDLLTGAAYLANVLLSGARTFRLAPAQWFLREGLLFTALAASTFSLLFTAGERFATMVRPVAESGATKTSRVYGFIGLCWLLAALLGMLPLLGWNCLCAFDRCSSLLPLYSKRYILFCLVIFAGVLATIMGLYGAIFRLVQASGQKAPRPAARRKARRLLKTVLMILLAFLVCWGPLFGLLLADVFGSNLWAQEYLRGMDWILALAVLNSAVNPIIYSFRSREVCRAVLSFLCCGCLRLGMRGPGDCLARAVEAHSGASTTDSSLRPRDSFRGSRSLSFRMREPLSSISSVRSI
NPY-Y2 PAM-ag: potentiates or activates human NPY-Y2 receptor. P49146. cells expressing NPY-Y2, potentiator/agonist read-out. activation, % at 3.6 µM. 220,000 compounds, 0.45% hits; in the data active = activation above about 27%;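 note: cells stimulated with NPY near EC25 plus isoproterenol at EC100; 0% = vehicle plus submaximal agonist and 100% = vehicle plus saturating agonist; some results beyond the cut were filed as inactive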
Target sequence (P49146 whole entry, looked up): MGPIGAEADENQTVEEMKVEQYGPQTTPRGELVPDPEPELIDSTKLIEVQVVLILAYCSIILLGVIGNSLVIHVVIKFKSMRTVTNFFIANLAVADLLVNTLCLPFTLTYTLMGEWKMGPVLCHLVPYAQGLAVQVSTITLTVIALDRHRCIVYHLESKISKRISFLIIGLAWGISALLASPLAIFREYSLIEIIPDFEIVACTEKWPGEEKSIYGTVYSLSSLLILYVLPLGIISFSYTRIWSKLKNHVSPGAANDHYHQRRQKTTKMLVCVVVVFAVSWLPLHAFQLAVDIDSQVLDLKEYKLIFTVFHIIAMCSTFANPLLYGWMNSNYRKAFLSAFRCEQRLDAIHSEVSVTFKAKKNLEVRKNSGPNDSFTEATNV
NPY1 pot ag: potentiates or activates human NPY-Y1 receptor. P25929. NPY-Y1 expressing cells, potentiator/agonist activation. activation, % at 3.6 µM. 220,000 compounds, 0.37% hits; in the data active = activation above about 33%, passing the limit was not always enough;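 note: cells stimulated with NPY at EC10 then isoproterenol at EC100; 0% = low agonist plus stimulus and 100% = saturating agonist plus stimulus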
EP2 modulator: modulates human prostaglandin E2 receptor EP2 signaling; 260,000 compounds, 0.83% hits; EP2-expressing cells, cAMP HTRF FRET, PGE2 co-stimulation; induction, % at 25 µM; P43116; AID 940;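 active = compounds whose cAMP rise, as percent of the full-agonist control response, exceeds 60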;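 note: rat C6 glioma line stably carrying human EP2 under a CMV promoter; the protocol text gives 20 µM as final concentration; 100% = response of wells given 1 µM PGE2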
NPY Y1 blocker: blocks the human neuropeptide Y Y1 receptor. HEK293-CNG Y1 cells, membrane potential fluorescence; NPY at EC95, then isoproterenol. 200,000 compounds, 1% hits. P25929. inhibition, % at 3.6 µM;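 active = inhibition above the campaign mean inhibition of all tested compounds plus 3 SD, cut at about 20% in these data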;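 note: 0% = DMSO wells given NPY plus isoproterenol and 100% = isoproterenol alone without NPY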
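Benchmarks – high control isoproterenol alone, low control NPY with isoproterenol · Material – HEK293 Y1/CNG channel cell line · Times – dye 3 h, compound 60 min room temperature, stimulation 45 min · Probe or stimulus – NPY (25 nM), isoproterenol (1 µM), Ro 20-1724 (25 µM) · Evaluation – % inhibition of NPY effect · Signal – fluorescence, membrane potential probe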
CHOP inh: CHOP inhibition in unfolded protein response; CHO-K1 CHOP-promoter luciferase, tunicamycin-induced, 15-18 h; inhibition, % at 10 µM; 220,000 compounds, 3.8% hits;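 active = compounds that reduced the stress-induced luciferase reporter signal by more than about 70% of percent inhibition, limit read from the data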;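 note: 0% = tunicamycin plus vehicle and 100% = wells without tunicamycin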
S1P4 antagonist: human S1P4 receptor antagonism; O95977; S1P4-expressing cells, antagonist mode, reporter read-out; inhibition, % at 4.98 µM; 220,000 compounds, 0.26% hits; AID 1510; in the data active = inhibition above about 29%;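 note: 0% = wells stimulated with agonist and 100% = vehicle wells without agonist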
TRPML3 agonist: human mucolipin-3 channel agonism; Q8TDD5; HEK293 TRPML3-YFP, Fluo-8 calcium fluorescence; 100% = the carbachol control signal; activation, % at 3 µM; 220,000 compounds, 0.29% hits; AID 1448;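 active = activation above its plate's cutoff, the mean activation of the plate's test wells plus 3 SD, cut at about 12% in these data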;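 note: 0% = DMSO only wells and 100% = carbachol wells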
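Test system: HEK293 cells stably carrying human TRPML3-YFP; Doses: single dose, 3 µM final nominal compound, 0.3% DMSO final; Schedule: dye loading 1 h 37 °C then 30 min ambient, 125 s read; Technique: Fluo-8 calcium fluorescence; Benchmarks: high control carbachol 87 µM, low control DMSO.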
* hit, by the source's call; x = no result given; & = joins results of further samples.

SMILES	TRPN1 ag	S1P4 ag	NPY-Y2 PAM-ag	NPY1 pot ag	EP2 modulator	NPY Y1 blocker	CHOP inh	S1P4 antagonist	TRPML3 agonist
CC(C)c1onc(C(=O)N2CCCCCC2)c1[N+](=O)[O-]	-0.7	0.4	-5	-9	-1	-5	28	-9	1.3
COc1ccc([N+](=O)[O-])cc1NC(=O)c1ccccc1N(C)S(C)(=O)=O	1.3	-1.0	4	0	0	1	9	3	0.1
Cc1cc2nnc(SCC(=O)NCc3cccs3)n2c(N)n1	1.1	-2.0	-1	-23	12&-27	-2	-31	-3	0.9
Cc1c(N(C(=O)c2cc(=O)[nH]c3ccccc23)C(C)C)c(=O)n(-c2ccccc2)n1C	-0.2	-1.5	9	7	7	-4	11	-10	-0.2
CC(=O)N(Cc1ccc2c(c1)OCO2)C1CC(=O)N(CCc2ccccc2)C1=O (stereo not given)	0.9	-1.8	-4	17	-53	3	30	-7	0.6
COC(=O)Cc1cc(=O)[nH]c(/N=C(\N)Nc2ccc(C)cc2)n1	-0.5	-0.7	-9	-10	11	-3	-8	-3	1.6
CCOC(=O)COc1c(-c2ccc(OC)cc2)oc2ccccc2c1=O	-0.2	-0.7	-3	-16	47	2	23	-2	0.1
CCOC(=O)c1c(N)sc(-c2ccccc2)c1C	0.1	-3.3	8	-1	73*	2	5	2	0.7
O=C(NCCNc1nccc(C(F)(F)F)n1)c1cccs1	-0.6	-1.1	0	3	-27	x	13	-2	0.1
CC(C)(C)C(=O)NNC(=O)c1cc(C(C)(C)C)nn1Cc1ccccc1	-0.1	0.5	-14	4	13	x	8	-15	0.4
O=C(Cn1cncn1)N/N=C/c1ccc(Cl)cc1	0.0	1.1	6	-8	3	1	-3	-5	1.2
COC(=O)c1cc(Br)ccc1NC(=O)Nc1ccc(C)cc1	0.8	-0.3	13	27	x	-9	x	-16	0.3
Cc1cc(C)nc(SC(C)C(=O)Nc2ccc(S(N)(=O)=O)cc2)n1 (stereo not given)	2.0	0.8	-7	-7	6	-4	14	-7	1.0
O=C(CCCn1cnc([N+](=O)[O-])n1)Nc1ccc(F)c(Cl)c1	-0.2	0.3	0	5	-5	2	-2	7	0.9
NCCOc1ccc(C23CC4CC(CC(C4)C2)C3)cc1	1.5	5.2	-14	-34	-42	22*	105*	-20	1.2
Cc1c(Cl)cccc1NC(=S)N=Nc1c(O)n(CN2CCOCC2)c2ccccc12	-0.7	-1.2	-3	-8	-35	0	87*	-6	0.1
CC(C)(CNC(=O)c1ccc([N+](=O)[O-])c(Cl)c1)CNC(=O)c1ccc([N+](=O)[O-])c(Cl)c1	4.5	2.5	5	11	-23	1	21	8	1.4
C/C(=N/NC(=O)c1cccs1)c1c(C)[nH]n(-c2nc3ccccc3s2)c1=O	-0.7	2.5	13	17	25	0	-6	-11	0.0
CCOCCOC(=O)c1[nH]c2c(c1C)C(=O)CC(c1ccc(N(C)C)cc1)C2 (stereo not given)	1.4	1.8	8	-28	-15	-2	39	1	1.5
CCC(C(=O)O)n1c(C(F)(F)F)nc2ccccc21 (stereo not given)	0.0	-0.9	0	-28	11&-19	-6	-105	-9	1.0
CCOc1ccccc1C(=O)N/N=C/c1c[nH]c2ccccc12	0.7	-2.2	-27	9	-20	7	12	-2	-0.4
COc1ccc(N2CC(C(=O)N/N=C/c3cccs3)CC2=O)cc1 (stereo not given)	-0.3	-0.5	-13	2	-7	-4	-8	8	0.5
Nc1ccc(-c2nnc(-c3ccc(-c4ccccc4)cc3)o2)cc1	-0.5	0.9	1	11	-43	-3	6	-9	-0.1
O=c1[nH]c2ccccc2c(=O)n1CCCO	-0.2	-4.4	-9	3	10	0	6	7	0.8
COc1ccc(C(=O)CSc2nc3nc(C)cc(C)c3c(=O)[nH]2)cc1OC	-0.1	0.9	4	-5	x	-1	x	-7	0.1
Cn1cnnc1SCC(=O)c1ccc2c(c1)OCO2	0.4	-0.2	4	-16	15	-2	-23	3	-0.1
CN(C)/C=C1\N=C(c2cccnc2Oc2ccc(Cl)cc2)OC1=O	-1.7	2.4	0	3	10	x	6	-21	0.1
Cc1cc(C)nc(NS(=O)(=O)c2ccc(NC(=O)c3ccc4c(c3)OCCO4)cc2)n1	0.9	-0.1	1	-1	-16	3	5	-8	0.8
COCCCn1cnnc1SCC(=O)Nc1ccc(S(=O)(=O)N2CCCC2)cc1	0.7	-2.3	5	-4	22	-2	35	19	0.1
COc1ccc(/C=C(\C#N)C(=O)OCC(=O)NCc2ccc(Cl)cc2)cc1	-1.1	0.7	7	-2	2	1	9	-8	0.0

Retrieved by structure from above (two):
SMILES	TRPN1 ag	S1P4 ag	NPY-Y2 PAM-ag	NPY1 pot ag	EP2 modulator	NPY Y1 blocker	CHOP inh	S1P4 antagonist	TRPML3 agonist
C/C(=N/NC(=O)c1cccs1)c1c(C)[nH]n(-c2nc3ccccc3s2)c1=O	-0.7	2.5	13	17	25	0	-6	-11	0.0
CC(=O)N(Cc1ccc2c(c1)OCO2)C1CC(=O)N(CCc2ccccc2)C1=O (stereo not given)	0.9	-1.8	-4	17	-53	3	30	-7	0.6

Later entries.
SMILES	TRPN1 ag	S1P4 ag	NPY-Y2 PAM-ag	NPY1 pot ag	EP2 modulator	NPY Y1 blocker	CHOP inh	S1P4 antagonist	TRPML3 agonist
COC(=O)c1c(C)oc2ccc(N(C(=O)c3ccncc3)S(=O)(=O)c3ccc(C)cc3)cc12	-1.3	-3.7	1	-4	-10	6	0	28	-0.7
CCOC(=O)c1ccc(N=c2scc(C)n2CC)cc1	-0.7	-0.2	1	-6	35	5	-5	-17	-0.8
Nc1cccc(C(=O)OCC(=O)c2ccccc2)c1	0.3	-1.4	4	4	-21	0	-3	-5	0.3
CCOC(=O)CN1C(=O)C(O)(C2CCc3ccccc3C2=O)c2ccccc21 (stereo not given)	-0.1	0.7	11	-2	26	-1	-6	10	0.5
NC(=O)C1Cc2ccccc2CN1S(=O)(=O)c1cccs1 (stereo not given)	-0.5	1.9	17	12	2	0	9	-11	0.9
CN(C)c1ccc(C(c2nnnn2C(C)(C)C)N2CCN(C(=O)c3ccco3)CC2)cc1 (stereo not given)	1.0	-1.5	-12	-20	7	0	-21	-23	0.2
Cc1nc2ccccn2c1C(=O)C(=O)Nc1cc(F)ccc1F	0.5	-0.4	-3	1	5	7	13	-11	0.1
O=C1CC(N2CCN(Cc3ccc4c(c3)OCO4)CC2)C(=O)N1c1ccccc1 (stereo not given)	1.9	-2.9	10	8	-14	-7	-26	3	0.8
Cc1cccc(C)c1N/C=C/c1onc(C)c1[N+](=O)[O-]	-1.6	-0.3	9	2	32	-5	-6	0	0.6
CC1CC(C)CN(C(=O)c2ccc(NC(=O)c3ccc(=O)[nH]c3)cc2)C1 (stereo not given)	2.0	0.7	15	3	32	8	1	11	0.7
O=C(NCc1ccccc1)Nc1cccn(Cc2ccc(F)cc2)c1=O	3.9	1.5	4	-5	-1	1	21	0	1.0
COc1ccccc1C(c1nnnn1C(C)(C)C)N1CCN(Cc2ccncc2)CC1 (stereo not given)	0.5	0.9	3	0	25&-15	0	1	-26	0.1
N/C(Cc1cccs1)=N\OC(=O)COc1ccccc1Cl	-1.2	3.9	-12	-21	16	5	5	0	0.2
CC(C)=NN1C(c2nonc2N)=NOC1(C)C	-0.7	-0.8	-12	1	-27	x	1	-7	0.5
CC(=O)Nc1cc(C(=O)N2CCCC2)ccc1Sc1ccc(Cl)cc1	-0.9	3.6	14	23	6	-6	17	5	-0.8
CCOc1ccccc1N1CCN(CC(=O)NCCc2ccc(S(N)(=O)=O)cc2)CC1	0.5	0.3	4	9	-20	-3	5	-16	0.6
CCn1c(SCC(=O)Nc2ccccc2C(=O)OC)nnc1-c1ccc(N)cc1	-0.7	1.5	12	3	0	5	5	-2	-0.1
CC(C)(C)NC(=O)c1cccnc1Sc1ccccc1	0.8	1.2	-9	18	15	1	20	-1	-0.2
CN(C)S(=O)(=O)c1cccc(C(=O)Nc2ccc(Cl)cn2)c1	2.2	1.8	-1	-7	-19	3	-7	-13	1.4
COc1ccccc1N1CCN(C(=O)CSc2nnc(NC(=O)C3CCC3)s2)CC1	1.1	2.8	2	10	-9	-4	42	-19	1.1
Fc1cccc(NC(=S)NCCc2ccccc2)c1	1.9	0.3	-4	-2	-72	2	38	-7	3.0
O=C(NN1C(=O)/C(=C/c2cccs2)SC1=S)c1ccccc1	-0.1	-1.5	-5	-43	27	14	58	-11	-0.5
COc1ccccc1N1CCN(C(CNS(=O)(=O)c2ccc(C)cc2)c2cccnc2)CC1 (stereo not given)	-1.0	-1.0	-13	3	-1	1	20	-10	-0.2
CC(=O)c1cccc(N(C(=O)CS(=O)CC(=O)Nc2ccc(F)cc2)C(C(=O)NC2CCCCC2)c2ccc(C)o2)c1 (stereo not given)	0.2	1.5	0	14	-18	2	18	-13	0.8
CCOC(=O)C1CCCN(C(=O)/C=C/c2cccc([N+](=O)[O-])c2)C1 (stereo not given)	0.2	-1.2	1	2	10	0	23	-15	0.3
O=C(c1ccccc1)N1CCCC(C(=O)N2CCc3ccccc3C2)C1 (stereo not given)	-0.8	0.2	0	-17	-39	9	4	-12	1.0
COc1cc(/C=N/NC(=O)c2cc(C)oc2C)ccc1O	-1.2	-1.1	-4	-2	-35	3	28	2	-0.5
CC(O)c1nc2ccccc2n1CC(=O)N1CCN(c2ccccc2)CC1 (stereo not given)	2.3	0.1	9	-4	-7	-3	18	19	0.3
N#Cc1cnc(SCCc2ccccc2)nc1N	-0.9	0.5	4	-1	-6&-36	-4	54	-4	0.1
CCC(C)(C)NC(=O)C(c1ccc(OC)cc1)N(Cc1cccs1)C(=O)CCC(=O)Nc1cc(C)on1 (stereo not given)	-2.2	0.6	1	-14	50	0	44	3	-0.1
CCC(c1nnnn1C(C)(C)C)N1CCN(C2CCCC2)CC1 (stereo not given)	-0.1	0.6	2	-5	9	1	18	-9	0.8
O=C(Nc1sc2c(c1C(=O)c1ccccc1)CCCC2)c1cccnc1	1.7	0.5	0	5	59	4	61	-16	1.0
Cc1ccc(CCNS(=O)(=O)c2cnc[nH]2)cc1	1.3	-0.4	8	-16	3	5	34	-4	0.1
CCN1C(=O)c2cccc3c(NC(=O)c4ccc5c(c4)OCCO5)ccc1c23	-0.1	-1.5	-14	-2	0	0	16	-13	-0.1
CSCCC(NC(=O)c1cccc([N+](=O)[O-])c1)c1nc2ccccc2[nH]1 (stereo not given)	1.0	-1.8	15	10	-35	-3	10	15	-0.3
COc1cc(NC(=S)N2CCN(Cc3ccccc3)CC2)cc(OC)c1	1.2	0.7	0	-4	-1	2	21	-6	0.5
NC1=NC2(CCC(c3ccccc3)CC2)n2c(nc3ccccc32)N1 (stereo not given)	0.0	0.8	-6	2	-3	3	53	-1	-0.2

Individual results from above.
CCC(c1nnnn1C(C)(C)C)N1CCN(C2CCCC2)CC1 (stereo not given) @ EP2 modulator = 9
Cc1ccc(CCNS(=O)(=O)c2cnc[nH]2)cc1 @ S1P4 ag = -0.4
